From PubChem BioAssay
RGS4 inhibitor: Inhibitors of Regulator of G Protein Signaling (RGS) 4: qHTS | Regulator of G-protein signaling 4 (Homo sapiens), P49798 | Transcreener GDP fluorescence polarization, RGS4-accelerated GTP hydrolysis | Potency, µM (series often up to 114 µM), for inactives: top-dose activity change, negative = inhibition, usual class: inhibitors | 390,000 compounds, 0.039% hits | AID 504845, 2011; also: % is scaled to controls: 0 for no effect and ±100 for the full control effect; nearly all actives have a fitted effect of over 75% in size; some results filed as inactive show a strong effect at the top dose
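MLSMR compounds (23 nl, pin-transferred) preincubated 10 min at room temperature with a 500nM (2x) first reagent, then RGS4 at 900nM (2x) plus Transcreener GDP mix added; fluorescence polarization (620/688 nm) read before and after 90 min at 30 °C.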
Vif-APOBEC3F blk: qHTS for Inhibitors of Vif-A3F Interactions: qHTS; HeLa A3F-eYFP + Vif (tagged APOBEC3F with the HIV-1 protein that degrades it), YFP fluorescence increase; Potency, µM (series often up to 46.1 µM), for the others: at the highest dose activity, negative = active; 390,000 compounds, 0.2% hits; also: % of control where 0% means no effect; nearly all actives have a fitted effect of over 65% in size
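HeLa cells stably expressing Vif plus C-terminally eYFP-tagged A3F were seeded, incubated overnight at 37 deg C, dosed with compound, incubated overnight again at 37 deg C. Yellow fluorescence (Ex 488/Em 500-530) reported blocked Vif-mediated A3F-eYFP degradation.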
TrxR1 substrate: qHTS Assay for Substrates of Mammalian Selenoprotein Thioredoxin Reductase 1 (TrxR1): qHTS. Thioredoxin reductase 1, cytoplasmic (Rattus norvegicus), O89049. purified TrxR1 substrate turnover, NADPH consumption readout. Potency, µM (top dose mostly 114 µM), for the others: at the highest dose activity change, negative = substrate turnover. 390,000 compounds, 0.01% hits. AID 588456, 2011; also: % is scaled to controls: 0 for no effect and ±100 for the full control effect; nearly all actives have a fitted effect of over 50% in size
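Rat TrxR1, dispensed at 90 nM, was prereduced with 400 uM NADPH (final) for 5 min at ~22 deg C, then incubated with compound 15 min before 400 uM selenite. A first-read NADPH fluorescence drop versus no-compound background flagged substrates.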
IDH1 R132H inh: qHTS for Inhibitors of mutant isocitrate dehydrogenase 1 (IDH1): qHTS. IDH1-R132H enzyme, NADPH consumption, diaphorase/resazurin fluorescence. Potency, µM (doses to about 76.6 µM), for inactives: top-dose activity change, negative = inhibition, hits mostly inhibitors. 390,000 compounds, 0.093% hits; also: % is scaled to controls: 0 for no effect and ±100 for the full control effect; nearly all actives have a fitted effect of over 65% in size
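IDH1-R132H (0.5 ug/mL dispensed) in pH 7.5 Tris buffer was preincubated 30 min with compound, then given a substrate mix of 0.016 mM NADPH and 2 mM alpha-KG for 80 min at room temperature; remaining NADPH was read by diaphorase/resazurin fluorescence.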
RXFP1 ag: qHTS Assay for Agonists of the Relaxin Receptor RXFP1 | Relaxin receptor 1 (Homo sapiens), Q9HBX9 | HEK293T-RXFP1 cAMP TR-FRET, 30 min; response scale: percent of porcine relaxin response, buffer zero | Potency, µM (top dose mostly 57.5 µM), without a hit: at the highest dose activation, most hits filed as activators | 370,000 compounds, 0.3% hits | AID 2676, 2010; also: % is scaled to controls: 0 for no effect and ±100 for the full control effect; nearly all actives have a fitted effect of over 60% in size; many of its hits are not listed in these tables
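HEK293 cells stably expressing RXFP1, treated 30 min at 37C with compounds plus PDE4 inhibitor Ro 20174; cAMP measured by HTRF TR-FRET. Normalized to buffer and 29 nM porcine relaxin; EC50 by Hill fit.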
ALOX12 inh: Primary qHTS assay for inhibitors of human arachidonate 12S-lipoxygenase (ALOX12): Round 2; Polyunsaturated fatty acid lipoxygenase ALOX12 (Homo sapiens), P18054; purified 12hLO, xylenol orange hydroperoxide absorbance; Potency, µM (titrated, usually from 108 µM), for the others: at the highest dose activity change, negative = inhibition, hits mostly inhibitors; 580,000 compounds, 1.1% hits; AID 1671190, 2021; also: % is scaled to controls: 0 for no effect and ±100 for the full control effect
Target sequence (P18054 whole entry, looked up): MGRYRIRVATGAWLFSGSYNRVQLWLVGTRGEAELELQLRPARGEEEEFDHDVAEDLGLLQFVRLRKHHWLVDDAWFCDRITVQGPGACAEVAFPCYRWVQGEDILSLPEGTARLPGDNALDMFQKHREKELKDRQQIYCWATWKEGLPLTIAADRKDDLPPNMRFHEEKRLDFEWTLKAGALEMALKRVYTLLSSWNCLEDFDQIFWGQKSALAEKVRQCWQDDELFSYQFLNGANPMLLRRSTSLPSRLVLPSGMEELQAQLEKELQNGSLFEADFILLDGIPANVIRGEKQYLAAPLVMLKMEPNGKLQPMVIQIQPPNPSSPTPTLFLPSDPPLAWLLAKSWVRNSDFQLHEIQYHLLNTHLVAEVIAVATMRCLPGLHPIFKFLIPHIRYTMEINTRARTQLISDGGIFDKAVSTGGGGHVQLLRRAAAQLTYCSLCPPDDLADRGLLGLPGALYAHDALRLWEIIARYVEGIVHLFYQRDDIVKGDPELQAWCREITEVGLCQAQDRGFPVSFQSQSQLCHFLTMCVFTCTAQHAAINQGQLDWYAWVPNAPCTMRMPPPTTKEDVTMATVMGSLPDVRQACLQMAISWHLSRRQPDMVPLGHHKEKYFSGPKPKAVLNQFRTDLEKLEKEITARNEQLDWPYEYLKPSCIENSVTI
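Hydroperoxide product was detected by ferrous iron/xylenol orange as the 573 to 405 nm absorbance ratio. Arachidonic acid at 40 uM (final) was turned over for 30 min at room temperature by 150 nM human 12hLO, pH 7.0 Hepes buffer, after 15 min compound preincubation.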
Vif-A3G inh: qHTS for Inhibitors of Vif-A3G Interactions: qHTS. HeLa A3G-eYFP + Vif (tagged APOBEC3G with the HIV-1 protein that degrades it), YFP fluorescence, overnight. 410,000 compounds, 0.076% hits. Potency, µM (top dose mostly 46.1 µM), inactives show at the top dose activity, negative = active, actives largely listed as inhibitors. DNA dC->dU-editing enzyme APOBEC-3G (Homo sapiens), Q9HC16;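 also: % is scaled to controls: 0 for no effect and ±100 for the full control effect; nearly all actives have a fitted effect of over 60% in size; hits raise eYFP signal because A3G escapes Vif-driven loss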
Target sequence (Q9HC16 whole entry, looked up): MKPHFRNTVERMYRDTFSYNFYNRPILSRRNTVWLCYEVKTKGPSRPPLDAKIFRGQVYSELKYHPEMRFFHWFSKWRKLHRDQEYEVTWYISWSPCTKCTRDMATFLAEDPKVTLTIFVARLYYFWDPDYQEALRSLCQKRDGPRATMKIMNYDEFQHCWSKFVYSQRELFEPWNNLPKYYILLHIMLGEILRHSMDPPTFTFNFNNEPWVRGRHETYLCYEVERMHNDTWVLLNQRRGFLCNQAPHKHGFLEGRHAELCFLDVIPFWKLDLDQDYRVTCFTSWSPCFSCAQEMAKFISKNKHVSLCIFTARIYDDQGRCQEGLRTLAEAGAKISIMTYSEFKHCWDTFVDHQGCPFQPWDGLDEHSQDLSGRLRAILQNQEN
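HeLa cells stably expressing Vif and C-terminally eYFP-tagged A3G, seeded overnight at 37 deg C, then exposed to compound by pintool overnight at 37 deg C. Rise in yellow fluorescence (Ex 488/Em 500-530, Acumen) marks blocked Vif-driven A3G degradation.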
rTrxR1 inhibitor: qHTS Assay for Inhibitors of Mammalian Selenoprotein Thioredoxin Reductase 1 (TrxR1): qHTS | AID 588453, 2011 | Potency, µM (titrated, usually from 114 µM), for the others: at the highest dose activity change, negative = inhibition, actives largely listed as inhibitors | 390,000 compounds, 1% hits | Thioredoxin reductase 1, cytoplasmic (Rattus norvegicus), O89049 | recombinant rTrxR1, NADPH fluorescence consumption, selenite substrate; also: % is scaled to controls: 0 for no effect and ±100 for the full control effect; nearly all actives have a fitted effect of over 65% in size
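Rat TrxR1 (90 nM in the dispensed reagent) was pre-reduced with 400 uM NADPH for 5 min at room temperature, then incubated with compound for 15 min. After 400 uM selenite was added, NADPH fluorescence (Ex 340/Em 450 nm) was followed for 8 min.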
USP1 inh: Inhibitors of USP1/UAF1: Primary Screen; Ubiquitin carboxyl-terminal hydrolase 1 (Homo sapiens), O94782; recombinant USP1/UAF1, Ub-Rhodamine cleavage fluorescence; Potency, µM (titrated, usually from 57.1 µM), without a hit: top-dose activity change, negative = inhibition, usual class: inhibitors; 390,000 compounds, 0.23% hits; also: % is scaled to controls: 0 for no effect and ±100 for the full control effect; nearly all actives have a fitted effect of over 60% in size; inactives centre near -12
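1 nM enzyme complex + cpd, 15 min RT; start with Ub-Rho 150nM final; kinetic fluorescence ex 480/em 540, 6 reads q60 s. Buffer 50mM HEPES pH 7.8, 0.5mM EDTA, 0.1 mg/ml BSA, 1mM TCEP, 0.01% Tween-20.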
* marks the source's active call; other numbers are inactive results; ? = inconclusive; . = not tested or not shown; [ ] = remark or other dose. Calls follow the shape of the dose curve; as a rule, active = well fitted curve in the direction sought with a large enough effect; inconclusive = small, poorly fitted or top-dose-only effect, or another doubt; inactive = no such curve, though single readings can be large; an effect the other way counts as inactive or inconclusive. Potency is read from the fitted curve at half-maximal effect. A portion of the library, so the mix of outcomes need not match the whole.

SMILES	RGS4 inhibitor	Vif-APOBEC3F blk	TrxR1 substrate	IDH1 R132H inh	RXFP1 ag	ALOX12 inh	Vif-A3G inh	rTrxR1 inhibitor	USP1 inh
COC(=O)C1=CN(Cc2ccccc2)C=C(C(=O)OC)C1c1ccc(O)c(OC)c1	14%	-1%	-6%	7%	-0.4%	0%	-1%	-2%	-7%
COc1ccc(-c2cc(C(=O)NCCCn3ccnc3)no2)cc1OC	6%[11.4 µM]	-4%	-10%	5%	3.7%	0%	2%	15%[57.1 µM]	3%
COc1ccc(C(=O)/C=C/c2ccc(F)cc2)c(OC(=O)c2ccc([N+](=O)[O-])cc2)c1	-19%	-2%	-10%	9%	-1.1%	19%	-23%	-3%	-21%
CCn1cc(Br)c(C(=O)NCc2ccco2)n1	-2%	-1%	4%	4%	-0.5%	1%	-1%	?	0%
O=C(COc1ccccc1F)N1CCCc2ccccc21	16%	-6%	6%[57.1 µM]	8%	-0.4%	-12%	-1%	6%[57.1 µM]	-17%
COc1ccccc1S(=O)(=O)Cc1ccc(C(=O)N2CCOCC2)o1	-7%	-9%	-4%	-18%	1.5%	7%	2%	-36%	?
CSC[C@H]1CN(c2ccccc2)C(=O)[C@@H]1CC(=O)Nc1ccc(Br)cc1	.	7%	.	2%	.	?	1%	.	-19%
COc1cccc(NC(=O)N(Cc2cc3cc(C)cc(C)c3[nH]c2=O)CC2COCCO2)c1 (configuration not stated)	-5%	3%	0%	3%	3.3%	-1%	0%	-7%	-19%
CCC(C)NC(=O)c1ccc([N+](=O)[O-])c(Cl)c1 (configuration not stated)	11%	4%	2%	6%	-1.1%	4%	-1%	8%	-9%
CC(C)C[C@H]1CNC(=S)N1CC1CCCN1C[C@H](CC(C)C)N1C[C@H](CC(C)C)N(CC2CCCCCC2)C1=S (some centres not stated)	-11%	-6%	-7%	7%	.	?	2%	-7%	-31%
O=C(CCN1CCOCC1)NNC(=O)Nc1cccc(C(F)(F)F)c1	-7%	9%	1%	2%	0.3%	.	-3%	8%	-22%
CCOc1ccc(S(=O)(=O)N2CCN(c3cc(Cl)ccc3Cl)CC2)c2ccccc12	-11%	-4%	-6%	-6%	-0.1%	-8%	1%	21%	-18%
O=C(CCCCCNC(=O)c1ccccc1Cl)N/N=C/c1ccco1	-9%	-10%	3%	0%	0.6%	-8%	-2%	-46%	-5%
O=S(=O)(c1ccc(S(=O)(=O)N(Cc2ccccc2)Cc2ccco2)cc1)N1CCCC1	-10%	5%	3%	9%	.	6%	-2%	6%	-16%
COc1ccc(C(=O)Nc2cccc(NC(=O)c3cccs3)c2)cc1	-18%	-16%	-3%	4%	2.0%	11%	8%	7%	-27%
CCn1c(SCc2cc(=O)[nH]c3ccccc23)nc2c1c(=O)n(C)c(=O)n2C	3%	-4%	-8%	12%	.	19%	2%	-3%	-2%
CC1=NNC(=O)C1CCC(=O)N/N=C/c1ccco1 (configuration not stated)	25%	-10%	-6%[57.1 µM]	-4%	0.2%	-21%	2%	-3%[57.1 µM]	-11%
O=C(CSc1nnc(-c2ccccc2)n1C1CCCCC1)Nc1ccc(S(=O)(=O)Nc2ccccn2)cc1	-48%	2%	14%	4%	0.9%	0%	0%	-2%	-12%
COc1ccc(CCNC(=O)Cn2c(=O)n(-c3ccccc3)c(=O)c3c(C)c(C)sc32)cc1OC	-9%	.	-3%	.	5.4%	-20%	.	8%	-24%
CCC(Sc1ncccc1C(=O)OC(C)C)C(=O)NCc1ccco1 (configuration not stated)	-28%	-9%	7%[57.1 µM]	3%	0.1%	?	4%	?	-8%
O=C(Nc1ccc2oc(-c3ccccc3F)nc2c1)c1ccccc1F	-21%	-17%	16%	3%	1.2%	-4%	-2%	34%	-21%
C/C(N)=C(/C#N)C(=O)COC(=O)c1oc2ccccc2c1COC(C)C	20%	?	15%	6%	3.8%	-7%	-8%	15%[57.1 µM]	-25%
O=C(CNC(=O)C(c1ccccc1)c1ccccc1)N/N=C\c1ccc2c(c1)OCO2	20%	-15%	-8%	5%	0.0%	0%	-15%	-4%	-9%
N/C(=N\OC(=O)c1cccc(C(F)(F)F)c1)c1cnccn1	11%	-2%	4%	-4%	1.8%	3%	-1%	24%	-6%
O=C(C1CCCO1)N1CCN(c2ncccn2)CC1 (configuration not stated)	4%[11.4 µM]	-11%	17%[57.1 µM]	6%	0.4%	-2%	2%	35%[57.1 µM]	-15%
CCOc1ccc(C(=O)CCC(=O)Nc2cccc(S(=O)(=O)N3CCCCC3)c2)cc1	4%	-4%	-6%	-3%	1.3%	-10%	-1%	-1%	-4%
CCc1ccccc1NS(=O)(=O)c1ccc2c(c1)NC(=O)CC(=O)N2	-15%	-1%	1%	-7%	0.0%	-1%	-4%	4%	-17%
COc1ccc(C)cc1NC(=O)C(NS(=O)(=O)c1cccc2nsnc12)c1ccccc1 (configuration not stated)	-16%	-7%	-3%	4%	0.3%	-16%	-1%	14%	-21%
CC(C)N(C(=O)[C@H]1C[C@H](CC(=O)NCCCN(C)C)C(=O)N2CCc3c([nH]c4cc(CCC(=O)N(C)C)ccc34)[C@]12C)C(C)C	3%	-6%	-2%	-2%[38.3 µM]	.	-9%	0%	1%	-17%
CC1=C(C(=O)Nc2ccccc2)C(c2cccs2)n2nnnc2N1 (configuration not stated)	8%	-4%	3%	4%	1.5%	-22%	0%	9%	-10%

3 of the entries above in order of the IDH1 R132H inh value, highest first:
compound | IDH1 R132H inh
O=C(CSc1nnc(-c2ccccc2)n1C1CCCCC1)Nc1ccc(S(=O)(=O)Nc2ccccn2)cc1 | 4%
CC1=NNC(=O)C1CCC(=O)N/N=C/c1ccco1 (configuration not stated) | -4%
CCc1ccccc1NS(=O)(=O)c1ccc2c(c1)NC(=O)CC(=O)N2 | -7%

(next part)
SMILES	RGS4 inhibitor	Vif-APOBEC3F blk	TrxR1 substrate	IDH1 R132H inh	RXFP1 ag	ALOX12 inh	Vif-A3G inh	rTrxR1 inhibitor	USP1 inh
COc1ccccc1C(=O)NC(=O)COc1ccc(Cl)cc1Cl	0%	6%	-2%[57.1 µM]	0%	0.4%	-15%	0%	5%[57.1 µM]	-14%
CNC(=O)c1ccc(CN(C)C(=O)c2cccc(S(=O)(=O)N3CCc4ccccc4C3)c2)cc1	.	0%	.	-1%	.	-17%	-4%	.	?
COc1cccc(-c2ocnc2C(=O)Nc2ccc3c(c2)CCC3)c1	18%	0%	8%	-5%	3.9%	12%	2%	11%	-24%
Cc1cc(C)cc(OCC(=O)N2N=C(c3cccnc3)CC2(O)C(F)(F)F)c1 (configuration not stated)	8%	12%	0%	2%	2.0%	-11%	0%	0%	-10%
CC(C)(C)N1CC(c2nc3ccccc3n2Cc2ccc(F)cc2)CC1=O (configuration not stated)	-21%	-20%	0%	8%	3.4%	-6%	0%	7%	-3%
CN(C)CCOC(=O)c1ccc2[nH]c3c(c2c1)CSCC3	-17%	5%	5%	-1%	4.7%	?	1%	-34%	-18%
O=C(O)c1ccc(N/N=C/C(Br)=C/c2ccccc2)cc1	-16%	0%	-15%	4%	0.8%	40µM*	?	32µM*	-2%
CCOC(=O)N1CCC(Nc2c(OCC)c(=O)c2=O)CC1	4%	5%	7%	0%	0.0%	29%	1%	15%	-28%
O=S(=O)(NC1CCCC1)c1cccc(S(=O)(=O)N2CCC(n3nnc4ccccc43)CC2)c1	-2%	1%	5%	1%	0.9%	15%	1%	25%	-20%
Cc1cccc(NC(=O)c2ccc3c(c2)OCCO3)c1C	16%	-14%	2%	15%	2.7%	9%	-3%	9%	?
O=C(NCCN1CCN(Cc2ccccc2)CC1)C1c2ccccc2C(=O)N2CCc3ccccc3C12 (configuration not stated)	-22%	3%	-5%	4%	-0.1%	0%	3%	-9%	-16%
O=C(c1cc2cc(Cl)ccc2oc1=O)N1CCN(c2ccccn2)CC1	-13%	-12%	4%	7%	0.7%	19%	0%	1%	-14%
Cn1ncc(Cl)c1C(=O)N1CCN(S(=O)(=O)c2ccc(F)cc2)CC1	13%	-8%	-1%	-4%	-0.8%	-6%	2%	14%	-17%
Cc1nnc(NC(=O)CSc2cn(CCNC(=O)c3ccccc3)c3ccccc23)s1	-22%	1%	-9%[57.1 µM]	14%	1.0%	-2%	-6%	8%[57.1 µM]	-14%
